# Screening data from PubChem.
# Calb biofilm kill: kills Candida albicans biofilms; C. albicans biofilm + clotrimazole, Alamar Blue; hit rate 0.14% among 85,000; inhibition, % at 6 µM; AID 834;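 active means inhibition above 20%; inactive means inhibition below 20%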;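 further: preformed 24 hr biofilms exposed to compound for 48 hr; 0% = biofilm without compound and 100% = blank killed by clotrimazole plus chlorhexidine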
# Mac1 fbg inh: inhibitors of human CD11b/CD18 binding to fibrinogen; P05107+P11215; K562 CD11b/CD18 adhesion to fibrinogen, ATPlite luminescence; Mn2+ added to activate the integrin; inhibition, % at 10 µM; hit rate 0.54% among 93,000; AID 1497;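 active means primary inhibition of 50% or more at 10 µM, then 40% or more on retest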; further: some results filed as inactive read as strong as hits
# Target sequence (P05107 whole entry, looked up, other chains not shown): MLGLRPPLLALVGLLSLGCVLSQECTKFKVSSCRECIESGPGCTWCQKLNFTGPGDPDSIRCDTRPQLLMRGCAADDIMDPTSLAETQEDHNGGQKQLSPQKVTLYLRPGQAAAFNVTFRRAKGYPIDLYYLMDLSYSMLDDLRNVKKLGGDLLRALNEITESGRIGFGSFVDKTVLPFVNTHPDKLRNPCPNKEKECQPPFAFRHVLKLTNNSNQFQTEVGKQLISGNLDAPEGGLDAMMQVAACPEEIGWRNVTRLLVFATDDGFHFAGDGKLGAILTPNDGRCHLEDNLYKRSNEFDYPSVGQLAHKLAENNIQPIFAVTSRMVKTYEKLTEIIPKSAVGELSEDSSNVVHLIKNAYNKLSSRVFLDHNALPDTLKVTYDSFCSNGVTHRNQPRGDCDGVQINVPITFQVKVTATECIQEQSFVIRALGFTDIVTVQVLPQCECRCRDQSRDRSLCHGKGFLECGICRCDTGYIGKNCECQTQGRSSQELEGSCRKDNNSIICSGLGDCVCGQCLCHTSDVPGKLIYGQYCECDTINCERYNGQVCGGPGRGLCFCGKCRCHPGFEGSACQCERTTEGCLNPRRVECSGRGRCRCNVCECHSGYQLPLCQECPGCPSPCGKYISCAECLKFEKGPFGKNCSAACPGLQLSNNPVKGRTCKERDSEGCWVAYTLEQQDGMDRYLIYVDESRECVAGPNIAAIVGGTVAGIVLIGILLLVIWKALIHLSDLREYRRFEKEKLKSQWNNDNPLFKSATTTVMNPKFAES
# CD11b adhes enh: increases human CD11b/CD18 adhesion to fibrinogen; AID 1499; hit rate 0.07% among 93,000; activation, % at 10 µM; P05107+P11215; K562 CD11b/CD18 adhesion to fibrinogen, ATPlite luminescence;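 active means 10 µM primary screen giving 50% or more activity, confirmed by 40% or more on retest at that dose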; further: strong numbers were not always called active; reference of the scale not given here
# ERb SRC1 inh: ER-beta (human) coactivator binding inhibition. Q92731. TR-FRET ER-beta LBD / SRC1-Cy5 peptide binding; receptor agonist-loaded with 1 µM estradiol. inhibition, % at 25.6 µM. hit rate 1.3% among 86,000. AID 633;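 active means compounds whose percent inhibition of the receptor-coactivator binding signal exceeds about 50% in the single-dose screen, limit read from the data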;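 further: 0% = receptor plus peptide wells without compound and 100% = peptide-only wells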
# sEH activator: activators of human soluble epoxide hydrolase; activation, % at 2 µM; hit rate 0.04% among 91,000; purified human sEH enzymatic activity, activator screen; AID 717; in the data active means activation above about 37%; further: values of inactives mirror those of a sister screen read the other way
# Smad3 inh: Smad3 (human) transcription factor binding inhibition | AID 630 | P84022 | TR-FRET Smad3/Dy647-FoxH1 peptide binding, europium anti-His | hit rate 0.29% among 88,000 | inhibition, % at 25 µM;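 active means compounds that reduce the energy-transfer binding signal between the protein and its labelled peptide by more than half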;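 further: 0% = Smad3 plus labelled peptide maximal FRET and 100% = peptide-only background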
# MT1-MMP txn act: activates MT1-MMP transcription; HT1080 MT1-MMP promoter luciferase reporter, luminescence, overnight; stronger effect = higher value; AID 750; hit rate 0.16% among 86,000; activation factor at 10 µM;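 active means activation factor of at least 2 for MT1-MMP transcription at 10 µM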
# ERa SRC1 pot: ER-alpha (human) coactivator binding potentiation | TR-FRET ERalpha-LBD/SRC-Cy5 coactivator binding, 2 h; 100 = basal binding, no effect | P03372 | hit rate 1.3% among 86,000 | coactivator binding (% of control), % at 25.6 µM; in the data active means activity above about 200%;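 further: binding measured in presence of low estradiol as agonist stimulus; 0% = peptide alone without receptor and 100% = receptor with peptide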
# sEH inhibitor: blocks human soluble epoxide hydrolase activity; P34913; inhibition, % at 2 µM; recombinant human sEH enzymatic activity assay; hit rate 0.34% among 91,000; in the data active means inhibition above about 80%; further: values of inactives mirror those of a sister screen read the other way; many of its hits are not listed in these tables
# An asterisk follows results filed as active; / = not tested or not shown; [ ] = dose if it differs, or a comment. Not all compounds are listed; the hit share may differ from the screen's.
# The opening 3 records as a preview:
SMILES,Calb biofilm kill,Mac1 fbg inh,CD11b adhes enh,ERb SRC1 inh,sEH activator,Smad3 inh,MT1-MMP txn act,ERa SRC1 pot,sEH inhibitor
O=C(O)CCCCc1nc2ccccc2s1,-1,15,-4,10[fluorescence artefact?],-2,-3,/,113,0
COc1ccc(CNC(=O)c2csc(Cc3ccccc3)n2)cc1,/,-4,0,/,-29,/,/,/,31
COC(=O)c1ccc(NC(=O)C(C)N2C(=O)c3ccccc3C2=O)cc1 (stereo unspecified),2,-29,5,-15,5,1,1.1,103,-1

# The list itself, previewed entries included:
SMILES,Calb biofilm kill,Mac1 fbg inh,CD11b adhes enh,ERb SRC1 inh,sEH activator,Smad3 inh,MT1-MMP txn act,ERa SRC1 pot,sEH inhibitor
O=C(O)CCCCc1nc2ccccc2s1,-1,15,-4,10[fluorescence artefact?],-2,-3,/,113,0
COc1ccc(CNC(=O)c2csc(Cc3ccccc3)n2)cc1,/,-4,0,/,-29,/,/,/,31
COC(=O)c1ccc(NC(=O)C(C)N2C(=O)c3ccccc3C2=O)cc1 (stereo unspecified),2,-29,5,-15,5,1,1.1,103,-1
CC(C)(C)c1ccc(S(=O)(=O)NCc2ccc(C(=O)N3CCOCC3)cc2)cc1,2,-23,2,1[fluorescence artefact?],8,3,1.1,111,-10
O=C(CSc1ncc(-c2ccccc2)[nH]1)Nc1ccccc1,-1,13,-4,9,-3,-6,1.3,107,1
N=c1ccn(Cc2cccc(Cl)c2)cc1,6,12,-3,-5,-2,-9,1,113,3
Cc1nc2sccn2c1-c1nc(C2CC2)c(C(=O)c2ccc3c(c2)NC(=O)CO3)s1,13,/,/,53*[fluorescence artefact?],/,-8,1,67[fluorescence artefact?],/
C/C(=N/NS(=O)(=O)c1ccc(F)cc1)c1ccc(NC(=O)c2ccc(C)o2)cc1,/,4,-1,/,-2,/,/,/,4
Cc1n[nH]c(C)c1N1C(=O)c2cccc3c(N4CCCCCC4)ccc(c23)C1=O,3,11,-5,-5[fluorescence artefact?],-14,7,/,126[fluorescence artefact?],14
CC(C)CNC(=O)[C@H](Cc1ccccc1)NC(=O)c1ccco1,/,-7,2,/,-16,/,/,/,18
COc1ccc(-c2nnn(CC(=O)c3ccccc3)n2)cc1OC,5,3,2,32,1,-9,1.1,104,-3
CN(CC(=O)Nc1ccc(Cl)cc1)S(=O)(=O)c1cccc2cccnc12,13,6,-3,-7,3,7,1.1,117,-4
CCOC(=O)c1[nH]c2ccccc2c1NC(=O)CC(C)(C)C,8,0,1,-6,1,1,1.2,78,-4
CCOc1ccc(Nc2nc(Cc3nnc(SCC(=O)O)o3)cs2)cc1,1,16,-1,39,/,4,1,66,/
O=C(CCN1C(=O)C2C3C=CC(C3)C2C1=O)Nc1c(F)cccc1F (stereo unspecified),2,/,/,-3[fluorescence artefact?],/,11[fluorescence artefact?],0.9,119,/
CCOC(=O)C1C(=O)NC(N2CCN(Cc3ccccc3)CC2)=NC1c1ccccc1 (stereo unspecified),5,-49,-3,-15,3,0,1,104,-4
O=C(CCCOc1ccccc1)Nc1nncs1,6,-6,-4,7,11,-6,1.1,108,-11
Cc1nc2nc(-c3cccs3)cn2nc1C,4,12,-1,43,3,19[fluorescence artefact?],1.4,63[fluorescence artefact?],-5
O=C(O)C1C2C=CC(C3CC23)C1C(=O)O (stereo unspecified),6,/,/,2,-6,6,1.2,88[fluorescence artefact?],6
Cc1ccccc1NC(=O)c1cc(S(=O)(=O)c2ccccc2)ccc1Cl,/,-6,-4,/,4,/,/,/,-2
c1ccc(CSc2ncccn2)cc1,4,-1,0,-7[fluorescence artefact?],1,2,1.3,97,-1
CCOc1ccc(CN2CCN(S(=O)(=O)c3ccc(NC(C)=O)cc3)CC2)cc1OC,3,13,-1,-1,-42,2,1.1,95,40
C=CCOC(=O)C1=C(C)NC(SCC)=C(C#N)C1c1ccc(Cl)cc1 (stereo unspecified),-2,0,-8,-3,19,-21,0.8,69,-21
COc1cccc(-c2ccc(-c3noc(-c4ccccc4F)n3)c(OC)n2)c1,6,-1,15,6[fluorescence artefact?],-2,27,1.2,191[fluorescence artefact?],1
O=C(Nc1ncc(Cc2cccc(Cl)c2)s1)C1=NCCN1,/,-6,-3,/,3,/,/,/,-3
O=C(CSc1nc2c(c(C(F)(F)F)n1)CCc1ccccc1-2)NCc1ccco1,5,-12,-1,23,1,-7,1.2,178,-2
Cc1ccc(-c2nc3sc4c(c3c(=O)n2N)CC(C)(C)OC4)cc1,8,-16,-3,4,29,-9,1.1,91,-30
CN(C)CCCNC(=O)CCc1nc2ccccc2c(=O)[nH]1,6,-4,-2,-13,7,5,1.1,103,-9
CCc1ccc(NC(=O)CSc2nnc(-c3cnccn3)n2Cc2ccco2)cc1,-1,-2,-1,9,-42,19[fluorescence artefact?],1.2,148[fluorescence artefact?],42
Cc1nc(NC(=O)c2cc3c(C)nn(-c4ccccc4)c3s2)sc1C(=O)Nc1ccccc1,/,-1,7,/,2,/,/,/,-3
O=C(COc1ccc(F)cc1Br)N1CCc2ccccc21,/,-7,0,/,-10,/,1.4,/,8
Cc1ccc(C(=O)COC(=O)CNC(=O)c2cccs2)cc1,8,-6,-1,2,2,1,/,96,-1
Cc1ccc2c(c1)c1c(n2CC(O)Cn2c(C)nc3ccccc32)C(=O)CCC1 (stereo unspecified),5,0,0,-7,/,-8,1.2,115,/
CC1=C(C(=O)OCC(C)C)[C@]23C(=O)c4ccccc4[C@@]2(O1)OC(N)=C3C#N,7,/,/,-1,-7,7,1.1,91,7
CCOC(=O)c1nnn(-c2nonc2OC)c1-c1ccccc1,10,-17,7,-4,/,0,1,102,/
CC1CCN(C(=S)NC(=O)C2CCCCC2)CC1,/,-8,-6,/,6,/,/,/,-7
CCC(=O)Nc1cc(-c2nn(C)c(=O)c3ccccc23)ccc1N1CCOCC1,5,-50,1,-6,6,11,1,90,-5
CCOC(=O)Cc1csc(NC(=O)CSc2nnc(C(C)C)n2C)n1,5,2,-5,-3,/,9,1.2,108,/
Cc1ccccc1-c1ccc(C=Nc2c(C)n(C)n(-c3ccccc3)c2=O)o1,5,-6,-1,-9,6,-7,1.2,92,-4
Cn1cc(CNC(=O)COc2ccc(Cl)cc2Cl)cn1,0,1,1,-4,7,-2,1.1,116,-4

# Some entries already given, limited to Mac1 fbg inh, CD11b adhes enh and Smad3 inh.
SMILES,Mac1 fbg inh,CD11b adhes enh,Smad3 inh
CCOC(=O)C1C(=O)NC(N2CCN(Cc3ccccc3)CC2)=NC1c1ccccc1 (stereo unspecified),-49,-3,0
O=C(CCCOc1ccccc1)Nc1nncs1,-6,-4,-6

# The results go on.
SMILES,Calb biofilm kill,Mac1 fbg inh,CD11b adhes enh,ERb SRC1 inh,sEH activator,Smad3 inh,MT1-MMP txn act,ERa SRC1 pot,sEH inhibitor
COc1ccc(C2=[N+]([O-])C(C)(C)N(O)C2(C)C)cc1,-1,-5,2,-12[fluorescence artefact?],/,9,1.1,109,/
O=C(Nc1ccc(Cl)cc1C(=O)Nc1ccccn1)c1ccco1,-2,-23,-1,8,-7,-16,1,88,8
O=C(NCCN1CCOCC1)Nc1ccc(Cl)cc1Cl,8,-12,0,-4,-6,-1,1.2,114[fluorescence artefact?],6
COc1ccc(C(=O)n2nc(-c3ccco3)nc2N)cc1,5,/,/,3,-6,1,1.1,78[fluorescence artefact?],11
Cn1nnnc1SCc1nc2ccccc2s1,7,-6,-7,-2[fluorescence artefact?],-1,-3,1.6,110,0
O=c1c2ccccc2nc(-c2ccccc2)n1CCCN1CCOCC1,1,14,0,-3,-3,-7,1.1,120,4
Cc1ccc(S(=O)(=O)/N=C(\CN2CCOCC2)N2CCCC2)cc1,5,5,2,-4,-3,-3,1.7,121,2
COc1ccccc1NC(=O)C1=C(C)Nc2nc(CCCO)nn2C1c1cccnc1 (stereo unspecified),4,-10,1,-21,0,16,1.1,105,1
Cn1c(SCC(=O)NCc2ccco2)nnc1-c1ccc(S(=O)(=O)N2CCOCC2)cc1,6,5,0,23,-1,-2,1,105,-1
O=C(c1ccccc1)N1CCCCC(Sc2nnc3ccccn23)C1=O (stereo unspecified),4,-1,-2,8[fluorescence artefact?],/,7,1,93,/

# Structures listed so far with a tert-butyl group, in the order listed:
SMILES,Calb biofilm kill,Mac1 fbg inh,CD11b adhes enh,ERb SRC1 inh,sEH activator,Smad3 inh,MT1-MMP txn act,ERa SRC1 pot,sEH inhibitor
CC(C)(C)c1ccc(S(=O)(=O)NCc2ccc(C(=O)N3CCOCC3)cc2)cc1,2,-23,2,1[fluorescence artefact?],8,3,1.1,111,-10
CCOC(=O)c1[nH]c2ccccc2c1NC(=O)CC(C)(C)C,8,0,1,-6,1,1,1.2,78,-4

# Next results follow:
SMILES,Calb biofilm kill,Mac1 fbg inh,CD11b adhes enh,ERb SRC1 inh,sEH activator,Smad3 inh,MT1-MMP txn act,ERa SRC1 pot,sEH inhibitor
CCOc1ccc(N2C(=O)C3C4C=CC(CC4)C3C2=O)c([N+](=O)[O-])c1 (stereo unspecified),/,6,-5,/,7,/,/,/,-6
N=c1c(C(=O)NCc2ccc(F)cc2)cc2c(=O)n3ccccc3nc2n1Cc1cccnc1,5,1,30,22,5,8,1.1,65[fluorescence artefact?],-5
CCCCc1c(O)nc(SCC(=O)NC(C)(C)C)n(-c2ccccc2C)c1=O,0,/,/,-14,0,-3,1.3,108,4
C=CCN1C(=O)C(O)=C(C(C)=O)C1c1ccccc1F (stereo unspecified),3,4,2,-15,/,10,1.1,126,/
CCCC1COC(Cn2cncn2)(c2ccc(C)cc2)O1 (stereo unspecified),-5,-4,8,-9,7,-5,1,144,-7
COc1ccc(S(=O)(=O)NCCSCc2ccco2)cc1,6,4,5,19[fluorescence artefact?],4,7[fluorescence artefact?],1,93[fluorescence artefact?],-3
O=C(Nc1ccccc1)NC1(C(=O)NCc2ccco2)CCCCC1,4,1,0,4[fluorescence artefact?],11,-2,1.2,101,-11
CN1CCN(S(=O)(=O)c2ccc(N3CCN(S(=O)(=O)c4cccs4)CC3)nc2)CC1,/,-1,2,/,-8,/,/,/,9
Cc1cccc(NC(=O)c2snc3c(=O)[nH]cnc23)c1,5,-8,-3,3,-8,-2,1,116,8
CC1Cc2ccccc2N1c1ncnc2c1nnn2Cc1ccccc1Cl (stereo unspecified),2,/,/,-19,14,10,1.1,115,-14
CCOC(=O)c1ccc(CNC(=O)c2n[nH]c(=O)c3ccccc23)o1,9,-7,2,-6,/,10[fluorescence artefact?],1.1,95,/
